CCR6 antagonist = blocks CCL20-driven beta-arrestin recruitment at human CCR6; CHO-K1 CCR6 PathHunter beta-arrestin, luminescence, CCL20-stimulated; inhibition, % at 20 µM; hit rate 0.49% among 340,000;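 active = compounds whose inhibition of the agonist-driven luminescence signal at 20 µM reaches about 50%, limit read from the data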;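 also: cells stimulated with CCL20 at 14 nM final; plate controls were DMSO with CCL20 for no effect and DMSO without agonist for full effect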
Target sequence (P51684 whole entry, looked up): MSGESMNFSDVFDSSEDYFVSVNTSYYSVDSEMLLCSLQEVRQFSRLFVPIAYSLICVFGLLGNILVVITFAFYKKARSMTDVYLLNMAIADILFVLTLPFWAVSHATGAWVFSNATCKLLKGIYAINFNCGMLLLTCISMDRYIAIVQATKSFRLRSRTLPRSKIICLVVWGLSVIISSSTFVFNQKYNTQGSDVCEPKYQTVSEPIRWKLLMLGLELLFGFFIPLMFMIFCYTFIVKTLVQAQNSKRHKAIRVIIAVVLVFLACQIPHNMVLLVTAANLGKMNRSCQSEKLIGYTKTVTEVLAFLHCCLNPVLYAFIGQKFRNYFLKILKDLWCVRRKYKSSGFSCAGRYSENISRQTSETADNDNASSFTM
697 NFkB inh = lowers PMA/ionomycin-induced NF-kB signal in 697 B cells. 697 B-cell NF-kB luciferase reporter, 16 h. inhibition, % at 4 µM. hit rate 0.33% among 330,000. AID 435022; in the data active = inhibition above about 35%
UBC13 polyUb = inhibitors of human UBC13 polyubiquitin chain formation | P61088 | TR-FRET | inhibition, % at 20 µM | hit rate 0.47% among 330,000; in the data active = inhibition above about 45%, passing the limit was not always enough
Target sequence (P61088 whole entry, looked up): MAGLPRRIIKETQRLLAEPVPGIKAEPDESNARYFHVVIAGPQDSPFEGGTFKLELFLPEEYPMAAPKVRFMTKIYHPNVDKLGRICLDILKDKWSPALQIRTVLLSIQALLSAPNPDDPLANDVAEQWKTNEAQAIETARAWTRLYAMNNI
Jurkat NFkB inh = inhibitors of the PMA/ionomycin-induced NF-kB reporter in Jurkat cells; PMA/ionomycin-induced NF-kB luciferase reporter, luminescence; inhibition, % at 4 µM; hit rate 0.53% among 330,000
Apaf-1 inh = blocks human Apaf-1 apoptosome activity; reconstituted apoptosome caspase-3 activity, DEVD-Rh110 fluorescence; inhibition, % at 20 µM; hit rate 0.71% among 330,000; active = inhibition of at least 40% at 20 µM;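 also: plate controls were DMSO wells for no effect and DEVD-CHO caspase inhibitor wells for full effect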
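System: Apoptosome proteins | Medium: Hepes pH 7.5 with detergent and BSA | Also added: Cytochrome c trigger plus (Z-DEVD)2-Rh110 caspase-3 substrate | Incubation: 30 min compound preincubation, 50 min activation, room temperature | Detection: Rhodamine 110 fluorescence at Ex 480/Em 540 nm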
Gli-Sufu block = antagonists of Gli-Sufu signaling; Sufu-KO-LIGHT fibroblasts, Gli luciferase reporter luminescence; inhibition, % at 5 µM; hit rate 0.74% among 340,000;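 active = inhibition above about 55%, limit read from the data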;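 also: 0% = DMSO-treated cells and 100% = wells with medium but no cells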
SENP8 inh = inhibitors of human SENP8 protease. Q96LD8. purified SENP8, Z-RLRGG-aminoluciferin cleavage, luminescence. inhibition, % at 10 µM. hit rate 1.2% among 330,000. AID 2540
EBI2 block = antagonists of human EBI2 receptor | P32249 | EBI2 beta-arrestin recruitment, luminescence, 7a,25-OHC stimulated | inhibition, % at 5 µM | hit rate 0.81% among 360,000 | AID 651636; in the data active = inhibition above about 38%;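 also: enzyme fragment complementation signal reports receptor beta-arrestin coupling in cells; 0% = agonist plus DMSO wells and 100% = wells without agonist; some results beyond the cut were filed as inactive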
Target sequence (P32249 whole entry, looked up, the tested form may be a part): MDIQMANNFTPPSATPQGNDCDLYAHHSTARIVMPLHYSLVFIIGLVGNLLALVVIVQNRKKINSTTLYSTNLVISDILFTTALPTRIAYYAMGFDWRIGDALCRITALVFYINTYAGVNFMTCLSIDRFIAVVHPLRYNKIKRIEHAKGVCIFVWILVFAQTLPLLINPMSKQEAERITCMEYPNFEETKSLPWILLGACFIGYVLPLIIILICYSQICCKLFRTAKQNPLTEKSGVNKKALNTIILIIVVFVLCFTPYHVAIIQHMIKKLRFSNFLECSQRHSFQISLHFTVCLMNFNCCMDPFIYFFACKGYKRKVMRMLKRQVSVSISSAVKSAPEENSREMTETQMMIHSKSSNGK
Active calls of the source: *; nt = not tested or not shown. Rule as the data show it, unless noted: active = inhibition above about 50%; inactive = the rest.

SMILES | CCR6 antagonist | 697 NFkB inh | UBC13 polyUb | Jurkat NFkB inh | Apaf-1 inh | Gli-Sufu block | SENP8 inh | EBI2 block
O=C(N/N=C/c1ccc(O)c([N+](=O)[O-])c1)c1ccncc1 | 22 | 2 | -48 | 6 | -11 | 1 | 20 | -2
CCOc1ccc(C(=O)CCC(=O)NNC(=O)CCN2CCN(c3ccccc3)CC2)cc1 | 1 | -17 | -1 | -11 | 19 | 2 | -14 | -1
Cc1ccccc1C(=O)NC(CC(C)C)C(=O)Nc1ccc(F)c([N+](=O)[O-])c1 (stereo not given) | -2 | 1 | 4 | 7 | 4 | 2 | -2 | -15
COC(=O)c1cccc(NC(=O)CSc2nnc(C)n2Cc2ccccc2)c1 | 9 | 13 | 1 | -3 | 7 | -5 | 3 | 3
Cc1ccc(S(=O)(=O)c2nc(Nc3nccs3)sc2Cl)cc1 | 12 | -6 | -10 | 6 | 6 | -1 | 4 | -1
CC(=O)NC(Cc1ccccc1C)C(=O)NC1CCN(C(=O)NCc2ccccc2)CC1 (stereo not given) | 3 | 18 | 5 | 10 | 3 | 58* | -4 | 11
O=C(COC(=O)Cc1ccsc1)NCC12CC3CC(CC(C3)C1)C2 | -4 | -17 | 4 | -10 | 21 | 5 | 10 | -1
CCCCCn1c(=O)c(C(=O)OCC)c(Cl)c2ccccc21 | -12 | -14 | 6 | -3 | 12 | -29 | -4 | -1
Cc1ccc(S(=O)(=O)N[C@@H](CC(C)C)C(=O)NCc2ccco2)cc1 | -15 | 11 | 2 | 5 | -10 | 1 | -6 | -2
CC(C)n1c(SCC(=O)N2CCN(C)CC2)nc2c1c(=O)n(C)c(=O)n2C | 5 | -6 | -2 | -7 | 7 | -29 | -4 | -10
COc1ccc2[nH]c(=O)c(CN(CCCN(C)C)C(=O)Nc3ccccc3)cc2c1 | -4 | 5 | 6 | -23 | 2 | -6 | 4 | -11
Cc1ccccc1OCCN1CCCC1 | 1 | -2 | -8 | 3 | -3 | -1 | 5 | -3
Cc1cccc(NC(=O)C2CCN(C(=O)NC3CCCCC3)CC2)c1 | 8 | 1 | 1 | 17 | 1 | 1 | 2 | 1
CC1CCCCN1CC(=O)Nc1ccc(N2CCCCCC2)cc1 (stereo not given) | 18 | -6 | 1 | -17 | 11 | 25 | -8 | 2
COC(=O)C1=C(C)N=C2SC(C)C(=O)N2C1/C=C/c1ccccc1OC (stereo not given) | 19 | 15 | 3 | -2 | -4 | -24 | -5 | 4
CSCCC(NS(=O)(=O)c1ccc(C)cc1)C(=O)N1CCN(C(C)=O)CC1 (stereo not given) | 9 | 17 | 1 | 16 | -2 | -1 | -7 | -2
O=c1c2cc(Cl)ccc2nc(-c2ccccc2)n1O | -5 | 5 | 4 | -2 | -4 | -2 | 6 | -10
COc1ccccc1C(=O)Nc1nc(C)cc(C)n1 | -4 | -5 | -2 | -2 | 3 | -1 | -10 | -2
CCOC(=O)c1c(NC(=S)NC)sc2c1CCCC2 | 4 | 3 | 10 | 17 | 8 | -11 | 4 | 0
C/C(=N/O)c1ccc(Oc2cnccn2)cc1 | 11 | -15 | -2 | -13 | -3 | -4 | -9 | 5
O=[N+]([O-])c1ccc2nc(NS(=O)(=O)c3ccccc3[N+](=O)[O-])sc2c1 | 24 | -5 | -20 | -4 | 3 | 18 | -6 | 1
Cc1nc2ccccc2c2c1C(=O)NC2=O | nt | 4 | -17 | -4 | -4 | nt | -8 | nt
COc1cccc(NC(=O)CC2SC(=Nc3ccccc3)NC2=O)c1 (stereo not given) | 14 | -1 | -4 | -4 | 3 | -7 | -6 | -2
O=C1c2ccccc2COc2ccc(O)cc21 | 20 | -7 | -2 | -15 | 13 | -4 | -14 | -8
N#C/C(=C\N1CCN(Cc2ccc3c(c2)OCO3)CC1)c1nc2ccccc2s1 | 3 | -14 | -7 | 12 | 4 | -7 | -5 | 4

Compound profiles, as listed above. Order of values: CCR6 antagonist | 697 NFkB inh | UBC13 polyUb | Jurkat NFkB inh | Apaf-1 inh | Gli-Sufu block | SENP8 inh | EBI2 block
Results for `Cc1nc2ccccc2c2c1C(=O)NC2=O` : nt | 4 | -17 | -4 | -4 | nt | -8 | nt
Results for `O=c1c2cc(Cl)ccc2nc(-c2ccccc2)n1O` : -5 | 5 | 4 | -2 | -4 | -2 | 6 | -10

Additional results follow.
SMILES | CCR6 antagonist | 697 NFkB inh | UBC13 polyUb | Jurkat NFkB inh | Apaf-1 inh | Gli-Sufu block | SENP8 inh | EBI2 block
CCOC(=O)c1sc(Nc2nc(C)cc(C)n2)nc1C | 5 | -25 | -2 | 35 | 4 | 0 | -8 | 6
COc1ccc2cc(C(=O)Nc3ccccc3)sc(=O)c2c1OC | 8 | 1 | -4 | 21 | 9 | -25 | -10 | 1
O=C(O)COc1ccccc1/C=N/NC(=O)CSc1nnc(SCc2ccccc2)s1 | 11 | 18 | 11 | -2 | -15 | -14 | 24 | -2
CCC(C)n1nnc2c(=O)oc3ccccc3c21 (stereo not given) | 9 | 12 | 5 | -2 | -11 | 1 | 7 | -4
O=C(OCC(=O)N1CCCCCC1)c1ccc(S(=O)(=O)N2CCOCC2)cc1 | -1 | 21 | 5 | 1 | -1 | 2 | -8 | -10
Cc1cccn2c(CN(C)C3CCOC3)c(C(=O)N3CCCCC3)nc12 (stereo not given) | -2 | -8 | 1 | -1 | 4 | 9 | -2 | 10
Cc1ccc(C(=O)OCC(=O)N2CCc3ccccc32)cc1 | 12 | -34 | -13 | -30 | 11 | -7 | -23 | -6
CC(=O)OC1CC2(C)C(=O)CCC2C2CCc3cc(O)ccc3C12 (stereo not given) | 10 | -2 | 11 | -1 | -12 | -2 | -1 | 3
CN(C)CCCNC(=O)C1(O)c2cc(Br)ccc2NC(=O)N1c1ccc(Cl)cc1 (stereo not given) | -3 | 16 | 0 | -28 | 7 | 6 | -5 | 5
O=[N+]([O-])c1c(NCc2ccccc2)cc(N2CCc3ccccc3C2)c2nonc12 | 7 | -4 | -13 | 6 | 18 | 39 | 11 | 23
Cc1ccccc1OCC(O)CN1C(=O)c2ccccc2C1=O (stereo not given) | 10 | -16 | 3 | -1 | -4 | -8 | 3 | -2
BrC(=C\c1ccccc1)/C=N/N1CCN(c2ccccn2)CC1 | -6 | -19 | 2 | -20 | 10 | 3 | -4 | 2
C=CCN(CC=C)C(=S)Nc1cc(Cl)ccc1OC | 9 | -1 | -11 | 0 | 2 | 4 | -2 | 1
CCC(c1nnc(SCC(=O)Nc2cc(C)on2)o1)N(C)C (stereo not given) | -7 | 9 | 9 | -1 | -8 | 2 | 0 | -9
O=C(COc1cccnc1[N+](=O)[O-])N1CCN(C(=O)c2ccco2)CC1 | 1 | 17 | -10 | 2 | 8 | -6 | 3 | -1
Cn1nc(C(F)(F)F)c(-c2ccc(Br)cc2)c1NC(=O)c1cccnc1 | -1 | 15 | 4 | 10 | 2 | 0 | -13 | 12
CN1CCN(C(=O)c2ccc(COc3cc(Cl)ccc3Cl)o2)CC1 | 5 | -16 | 4 | -6 | 9 | -1 | -2 | 3
CC1(c2ccc3ccccc3c2)NC(=O)N(CC(=O)N2CCC(C(N)=O)CC2)C1=O (stereo not given) | -5 | -8 | -17 | 3 | 7 | 25 | -15 | -7
Fc1ccccc1NC(=S)N1CCN(Cc2ccc3c(c2)OCO3)CC1 | 8 | 13 | 5 | -5 | 0 | 12 | -5 | -4
CSc1ccccc1OCc1cc(C(=O)N(C)Cc2cnccn2)no1 | 2 | -61 | -3 | -27 | 2 | -1 | 0 | 1
O=C(Cn1cnc2c(nnn2Cc2ccccc2F)c1=O)NCc1ccco1 | -1 | -15 | 8 | 16 | -5 | 21 | 3 | -7
CC(C)=CCN1CCN(Cc2cccc3nonc23)CC1CCO (stereo not given) | 5 | 3 | -2 | -4 | 5 | 13 | 5 | 0
Cc1c(Cl)cccc1NC(=S)NCCC(c1ccccc1)c1ccccc1 | 18 | 2 | -2 | 1 | 18 | 2 | 2 | -1
CN1CCN(C(=O)CCc2ccc(S(=O)(=O)NC3CCCCC3)cc2)CC1 | 2 | -3 | 2 | -4 | -2 | 5 | -1 | -8
CCN(CC(=O)Nc1ccc2c(c1)OCCO2)C(=O)c1ccc(C(F)(F)F)cc1 | 10 | 6 | 2 | -62 | 4 | -3 | -8 | -12

Random excerpt: two entries already listed.
SMILES | CCR6 antagonist | 697 NFkB inh | UBC13 polyUb | Jurkat NFkB inh | Apaf-1 inh | Gli-Sufu block | SENP8 inh | EBI2 block
C=CCN(CC=C)C(=S)Nc1cc(Cl)ccc1OC | 9 | -1 | -11 | 0 | 2 | 4 | -2 | 1
CSc1ccccc1OCc1cc(C(=O)N(C)Cc2cnccn2)no1 | 2 | -61 | -3 | -27 | 2 | -1 | 0 | 1

Other structures:
SMILES | CCR6 antagonist | 697 NFkB inh | UBC13 polyUb | Jurkat NFkB inh | Apaf-1 inh | Gli-Sufu block | SENP8 inh | EBI2 block
CCOC(=O)N1CCC(=NNC(=O)NC2CCCCC2)CC1 | -6 | 23 | -10 | 3 | -4 | 23 | 1 | -2
Cc1cc(NC(=O)Cn2nnc(-c3ccccc3NC(=O)c3ccccc3F)n2)no1 | 5 | -3 | 3 | -10 | 12 | 26 | -6 | -1
COc1ccc(NC(=O)C2CCCN2S(=O)(=O)c2ccc(Cl)cc2)cc1 (stereo not given) | 6 | 7 | 7 | 7 | 8 | 5 | 7 | -4
C=CCN1C(=O)CN=C1Nc1ccc(F)cc1 | -10 | 12 | 2 | 5 | -3 | -9 | 5 | -3
CCOC(=O)C(=O)Nc1nnc(CCc2ccccc2)s1 | 4 | -1 | -5 | 2 | 1 | -4 | 4 | 3
CCCCNc1ncnc2c1cnn2-c1ccccc1 | -9 | -191 | 17 | -33 | -2 | 7 | -6 | 4
COc1ccc(Cc2nnc(NC(C)=O)s2)cc1 | 3 | 9 | 3 | 15 | -6 | -1 | 10 | -9
CCOC(=O)C1=C(C)NC(=O)NC1c1ccoc1 (stereo not given) | 12 | 10 | 9 | 11 | -3 | -3 | -5 | -1
COC(=O)c1ccccc1-c1ccc(/C=C2\C(=O)N(c3ccccc3)N=C2c2ccccc2)o1 | 18 | -86 | -41 | -72 | 62* | 0 | 9 | 19
Cn1ncc([N+](=O)[O-])c1C(=O)Nc1ccccc1 | 6 | -2 | -8 | 0 | 6 | 2 | -8 | -8
CCOc1ccc(NC(=O)CCN2CCN(S(=O)(=O)c3ccc(OC)cc3)CC2)cc1 | 5 | 0 | -1 | 8 | 17 | 7 | -10 | -4
FC(F)Oc1ccccc1NC(=S)NCc1ccco1 | 11 | 27 | 0 | 6 | 1 | 3 | 8 | -12
O=C(Nc1ccccc1)Nc1cccc(-c2nnco2)c1 | 6 | 5 | 3 | -13 | 3 | -5 | -6 | 3
Cc1cc(-c2nnc(CCC(=O)N3CCN(Cc4cccnc4)CC3)o2)c(C)o1 | 1 | 19 | 3 | 21 | -7 | 2 | 1 | 2
CC(C)CNS(=O)(=O)c1ccc(CCC(=O)Nc2ccc3c(c2)OCO3)cc1 | -9 | 16 | 5 | 5 | -9 | 3 | -6 | -2
O=C(c1cc2ccccc2o1)N1CCOCC1 | 9 | 3 | -6 | 5 | -2 | -11 | -11 | -2
COC(=O)C1=C(C)NC(=O)/C1=C/c1ccc(CNS(=O)(=O)c2ccc(C)cc2)o1 | 21 | 7 | -12 | -7 | 4 | -16 | 1 | -1
CCCCOc1ccc(NC(=O)[C@@H]2CCCN2C(=O)C2CCN(S(=O)(=O)c3ccc(C)cc3)CC2)cc1 | 0 | -12 | -3 | 7 | 24 | 0 | -5 | -8
Cc1ccnc2nc(C(=O)NC3CCCc4ccccc43)nn12 (stereo not given) | 4 | -1 | 0 | 8 | 4 | 5 | -1 | -6
CN(C(=O)C12CC3CC(CC(C3)C1)C2)C1(C)CCS(=O)(=O)C1 (stereo not given) | -4 | 6 | -2 | -5 | 1 | 3 | 2 | -18
COc1cc(/C=C2\C(=N)N3N=C(S(C)(=O)=O)SC3=NC2=O)ccc1OCCOc1ccc(C)cc1 | 24 | 0 | -9 | -3 | 18 | -6 | -3 | -5

Assay outcomes deposited in PubChem BioAssay by Sanford-Burnham Center for Chemical Genomics.

This is a subset (hit frequency here may not be typical).
